Screens deposited in PubChem by National Center for Advancing Translational Sciences (NCATS).
Pin1 inhibitor = human Pin1 inhibition; Potency, µM (highest dose often 115 µM), inactives show top-dose activity, negative = inhibition, usual class: inhibitors; Pin1 FP peptide displacement, HiFluor488, 10 min; actives 0.009% (n = 390,000); active means well fitted inhibition curve with a large enough effect in the polarisation, with a control signal flat, not every such curve was filed as active; inconclusive means small, poorly fitted or top-dose-only effect, or effect the other way, or a change in a side signal; inactive means no such curve, though single readings can be large or run the other way; the % refers to the polarisation; further: on the % scale 0 is the no-effect control and ±100 the full control effect
POLI inh = inhibitors of human DNA polymerase iota; Q9UNA4; Pol iota fluorescent replication assay, 10 min; Potency, µM (titrated, usually from 115 µM), for the others: at the top dose activity, negative = inhibition, hits mostly inhibitors; actives 1% (n = 390,000); AID 588590
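Pol iota at 10 nM preincubated 15 min with compounds at room temperature; reaction started with fluorescent substrate, 50 nM final. Fluorescence read kinetically at 0 and 10 min; buffer-only wells as negative control.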
PGK inhibitor = inhibitors of T. brucei phosphoglycerate kinase. Potency, µM (highest dose often 57.5 µM), without a hit: at the highest dose activity change, negative = inhibition, most hits filed as inhibitors. P07378. PGK/GAPDH coupled, Kinase-Glo luminescence, 60 min. actives 0.043% (n = 380,000). AID 602233; further: on the % scale 0 is the no-effect control and ±100 the full control effect; nearly all actives have a fitted effect of over 60% in size
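Recombinant glycosomal PGK reaction used 1,3-bisphosphoglycerate generated in-well by GAPDH (100nM final) in 100mM TEA pH 7.6, 5mM MgCl2, 0.01% Tween-20. After 60 minutes at room temperature, ATP was read by Kinase-Glo Plus luminescence end-point.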
G9a block = inhibitors of human histone lysine methyltransferase G9a; actives 8.8% (n = 350,000); G9a H3K9 monomethylation, AlphaScreen, 2 h; AID 504332; Q96KQ7; Potency, µM (titrated, usually from 102 µM), inactives show at the top dose activity, negative = inhibition, usual class: inhibitors; further: on the % scale 0 is the no-effect control and ±100 the full control effect; nearly all actives have a fitted effect of over 75% in size
Target sequence (Q96KQ7 913-1193 limits assumed): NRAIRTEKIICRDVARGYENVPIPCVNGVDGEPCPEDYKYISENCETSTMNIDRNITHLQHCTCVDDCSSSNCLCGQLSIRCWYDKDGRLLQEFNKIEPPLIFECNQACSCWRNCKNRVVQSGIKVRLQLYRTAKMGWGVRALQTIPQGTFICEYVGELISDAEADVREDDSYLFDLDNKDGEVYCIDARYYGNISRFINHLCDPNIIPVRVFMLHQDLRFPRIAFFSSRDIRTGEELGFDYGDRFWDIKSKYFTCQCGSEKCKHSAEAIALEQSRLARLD
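G9a (20 nM) preincubated 15 min RT with compounds, then 500 nM biotinylated H3K9 peptide and 20 uM SAM added; 2 h RT reaction. Monomethyl-H3K9 product detected by AlphaScreen with anti-H3K9me1 antibody, streptavidin donor and anti-rabbit IgG acceptor beads.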
GLS inh = blocks human kidney-isoform glutaminase activity | O94925 | GLS enzymatic activity, qHTS titration | Potency, µM (doses to about 45.5 µM), for inactives: at the top dose activity change, negative = inhibition, most hits filed as inhibitors | actives 0.21% (n = 410,000); further: on the % scale 0 is the no-effect control and ±100 the full control effect
Target sequence (O94925 whole entry, looked up, canonical isoform): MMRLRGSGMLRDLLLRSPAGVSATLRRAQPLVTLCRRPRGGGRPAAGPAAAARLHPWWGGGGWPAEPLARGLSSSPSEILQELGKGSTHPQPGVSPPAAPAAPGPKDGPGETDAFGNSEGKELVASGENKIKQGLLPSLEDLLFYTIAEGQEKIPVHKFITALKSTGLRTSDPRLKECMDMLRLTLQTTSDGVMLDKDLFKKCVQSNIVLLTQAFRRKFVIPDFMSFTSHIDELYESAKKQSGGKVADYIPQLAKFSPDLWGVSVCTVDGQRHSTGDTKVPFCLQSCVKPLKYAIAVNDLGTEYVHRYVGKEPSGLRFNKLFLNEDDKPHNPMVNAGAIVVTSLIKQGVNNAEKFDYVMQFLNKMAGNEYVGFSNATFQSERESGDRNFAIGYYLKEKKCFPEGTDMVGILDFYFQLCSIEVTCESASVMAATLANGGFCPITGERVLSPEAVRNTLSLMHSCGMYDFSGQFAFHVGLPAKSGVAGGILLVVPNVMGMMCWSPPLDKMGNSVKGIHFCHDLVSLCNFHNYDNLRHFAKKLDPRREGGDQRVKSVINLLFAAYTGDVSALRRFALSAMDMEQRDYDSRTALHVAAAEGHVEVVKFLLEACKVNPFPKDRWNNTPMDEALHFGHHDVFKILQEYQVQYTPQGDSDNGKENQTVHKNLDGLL
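Coupled fluorescence readout: glutamate oxidase/HRP/Amplex Red detect glutamate formed by hKGA from L-glutamine (1 mM solution added). Buffer 45 mM KH2PO4 pH 8.2, 0.02% Tween-20; reads at t0 and 30 min RT.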
BAZ2B block = BAZ2B (human) inhibition | Q9UIF8 | AlphaScreen BAZ2B-H3K14Ac peptide displacement | Potency, µM (top dose mostly 114 µM), inactives show top-dose activity change, negative = inhibition, most hits filed as inhibitors | actives 4.4% (n = 360,000); further: on the % scale 0 is the no-effect control and ±100 the full control effect; nearly all actives have a fitted effect of over 60% in size
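Complex of BAZ2B and biotin-H3K14Ac (50 nM apiece) forms over 30 min at RT, then faces library compounds up to 110 uM for another 30 min; AlphaScreen beads added, 20 min dark incubation, luminescence read.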
BLM helicase inh = Bloom syndrome helicase (human) inhibition. P54132. recombinant BLM DNA unwinding, fluorescence dequenching. AID 2528. actives 0.2% (n = 350,000). Potency, µM (doses to about 56.1 µM), inactives show top-dose activity change, negative = inhibition, usual class: inhibitors;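 further: plate controls were vehicle for no effect and no enzyme for full effect; nearly all actives have a fitted effect of over 35% in size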
JMJD2A Tudor inh = blocks the human JMJD2A Tudor domain. Potency, µM (doses to about 114 µM), for the others: at the top dose activity change, negative = inhibition, usual class: inhibitors. O75164. actives 4.4% (n = 390,000). AlphaScreen JMJD2A-Tudor / H3K4me3 peptide binding; further: on the % scale 0 is the no-effect control and ±100 the full control effect; nearly all actives have a fitted effect of over 50% in size
HP1b chromo inh = HP1-beta chromodomain-methylated histone interaction inhibition; P83916; AlphaScreen HP1-beta / biotin-H3K9me3 peptide binding; Potency, µM (titrated, usually from 114 µM), inactives show top-dose activity change, negative = inhibition, most hits filed as inhibitors; actives 0.56% (n = 390,000); AID 540317; further: nearly all actives have a fitted effect of over 70% in size; inactives centre near 23
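Compound inhibition of the preformed complex between 50 nM HP1-beta and 50 nM biotinylated H3K9me3 peptide was read by AlphaScreen. Buffer was PBS pH 7.4 with 0.01% Tween-20. Incubations ran 30 min at room temperature, with 10 ug/mL donor/acceptor beads.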
Numbers without * were called inactive; i = inactive; ? = inconclusive; / = not tested or not shown; [ ] = dose if it differs, or a comment. Unless noted, the call rests on the fitted dose curve; in most records, active means well fitted curve in the direction sought with a large enough effect; inconclusive means small, poorly fitted or top-dose-only effect, or another doubt; inactive means no such curve, though single readings can be large; an effect the other way counts as inactive or inconclusive. Potency means the concentration at half of the fitted maximal effect.

SMILES	Pin1 inhibitor	POLI inh	PGK inhibitor	G9a block	GLS inh	BAZ2B block	BLM helicase inh	JMJD2A Tudor inh	HP1b chromo inh
CC1CCCN(c2ccc(C(=O)NCc3ccco3)cc2[N+](=O)[O-])C1 (configuration not stated)	-5%	203%[activator]	-4%	?	3%	45µM*	-7%	56µM*	?
O=C(COc1ccc2ccccc2c1Br)N1CCN(c2ccccn2)CC1	1%	-19%	-5%	11%[12.7 µM]	1%	-7%	-9%	-12%	14%
COc1ccc(NC(=O)Cn2c(=O)n(Cc3ccco3)c(=O)c3oc4ccccc4c32)cc1Cl	16%	6%	-11%	1%[59 µM]	-5%	0%	-8%	-15%	14%
Clc1nc(N2CCOCC2)ncc1Br	6%	-4%[58.9 µM]	-5%	31%[59 µM]	-4%	-1%	-6%	-6%	18%
CC1(c2nnc(-c3cccc(Cl)c3)o2)CC(c2ccc(F)cc2)=NO1 (configuration not stated)	5%	-3%	5%	/	3%	/	/	1%	63%[activator]
COc1cc(OC)cc(C(=O)N2CCN(c3ccccc3F)CC2)c1	2%	?	-5%	-33%[2.33 µM]	-7%	7%	-1%	-12%[11.4 µM]	-6%
COc1ccc(CCNC(=O)c2cccc(S(=O)(=O)N3CCCC3)c2)cc1OC	-3%	-18%	0%	24%[12.7 µM]	0%	12%	/	-14%	21%
Cc1ccccc1-n1c(SCC(=O)N(C)C2CCS(=O)(=O)C2)nc2ccccc2c1=O (configuration not stated)	1%	132%[activator]	i	-12%[59 µM]	-8%	-1%	-3%	-18%	23%
CCOc1ccc(CCNC(=O)C(C)N2C(=O)CC(C)(C)Sc3ccccc32)cc1 (configuration not stated)	7%	10%	0%	15%	0%	7%	-4%	-17%	18%
N/C(=N/O)c1nc(N2CCCC2)nc(N2CCCC2)n1	1%	-22%	i	15%	-4%	-3%	/	-15%	36%
Cc1cccc(NC(=O)Nc2ccc3c(c2)CCC3)c1	-1%	-3%	-3%	42%	-10%	-2%	-4%	8%	32%
O=C(O)C1CCCCC1C(=O)Nc1cccc(Br)c1 (configuration not stated)	-10%	45µM*	?	16%[2.33 µM]	11%	?	/	25µM*	25µM*
CCOc1cc(C(=O)N(CC)CC(=O)Nc2ccc3c(c2)OCCO3)ccc1OC	7%	13%	6%	11%[2.33 µM]	0%	3%	/	-8%	18%
O=C(COC(=O)C12CC3CC(CC(C3)C1)C2)Nc1ccc([N+](=O)[O-])cc1Br	-1%	34%	-3%	-3%[59 µM]	2%	?	-1%	-6%	12%
COc1ccc(CC(=O)OCC(=O)Nc2ccc(N3CCOCC3)cc2)cc1	3%	44%	i	50µM*	54%[activator]	6%	6%	-16%	16%
CCOc1cc(C2C(C#N)=C(N)OC3CCCC(=O)C32)ccc1OCCN1CCOCC1 (configuration not stated)	-3%	5%	-3%	-1%	12%	-5%	3%	-7%	35%
N#Cc1nc(-c2ccc(OCc3ccccc3)cc2)oc1N1CCOCC1	-7%	12%	1%	?	-1%	?	-3%	?	?
COc1ccccc1N(C(C)=O)C1SC(=O)N(c2ccccc2)C1=O (configuration not stated)	-7%	12%	i	4%[2.33 µM]	-8%	-5%	-2%	7%	29%
Cc1noc(C)c1C(=O)N1CCCC(C(=O)c2cccc(C(F)(F)F)c2)C1 (configuration not stated)	-7%	74%[activator]	3%	/	-6%	10%	-3%	-3%	38%
Cc1nn(-c2ccccc2)c(C)c1NC(=O)c1ccc(S(=O)(=O)N2CCCC2)cc1	0%	30%[activator]	/	0%[59 µM]	13%	-5%	-1%	-17%	28%

Reformatted as labelled records: entries from further up
CC1CCCN(c2ccc(C(=O)NCc3ccco3)cc2[N+](=O)[O-])C1 (configuration not stated)
  Pin1 inhibitor = -5%
  POLI inh = 203%[activator]
  PGK inhibitor = -4%
  G9a block = ?
  GLS inh = 3%
  BAZ2B block = 45µM*
  BLM helicase inh = -7%
  JMJD2A Tudor inh = 56µM*
  HP1b chromo inh = ?

N#Cc1nc(-c2ccc(OCc3ccccc3)cc2)oc1N1CCOCC1
  Pin1 inhibitor = -7%
  POLI inh = 12%
  PGK inhibitor = 1%
  G9a block = ?
  GLS inh = -1%
  BAZ2B block = ?
  BLM helicase inh = -3%
  JMJD2A Tudor inh = ?
  HP1b chromo inh = ?

3 entries already listed, arranged by their value in HP1b chromo inh, high to low:
SMILES	Pin1 inhibitor	POLI inh	PGK inhibitor	G9a block	GLS inh	BAZ2B block	BLM helicase inh	JMJD2A Tudor inh	HP1b chromo inh
Cc1noc(C)c1C(=O)N1CCCC(C(=O)c2cccc(C(F)(F)F)c2)C1 (configuration not stated)	-7%	74%[activator]	3%	/	-6%	10%	-3%	-3%	38%
N/C(=N/O)c1nc(N2CCCC2)nc(N2CCCC2)n1	1%	-22%	i	15%	-4%	-3%	/	-15%	36%
Cc1ccccc1-n1c(SCC(=O)N(C)C2CCS(=O)(=O)C2)nc2ccccc2c1=O (configuration not stated)	1%	132%[activator]	i	-12%[59 µM]	-8%	-1%	-3%	-18%	23%

Additional structures:
SMILES	Pin1 inhibitor	POLI inh	PGK inhibitor	G9a block	GLS inh	BAZ2B block	BLM helicase inh	JMJD2A Tudor inh	HP1b chromo inh
Oc1ccc(Cn2ccnc2)c2cccnc12	18%	23%	9%	?	16%	0.71µM*	-2%	2µM*	20%
CN1CCC(=NNc2ncnc3sc4c(c23)CCCC4)CC1	1%	10%	-9%	-6%[59 µM]	12%	?	3%	?	3%
Cc1ccccc1NC(=O)NC1(C(=O)N2CCC(O)CC2)CCCCC1	-2%	?	0%	60%[activator]	10%	-2%	1%	1%	22%
CCOc1ccc2[nH]c(=O)c(CN(Cc3ccco3)Cc3nnnn3Cc3ccccc3)cc2c1	2%	-16%	/	?	-3%	-27%	-2%	-20%	22%
CCCc1ccc(S(=O)(=O)NCC2CCCN2CC)cc1 (configuration not stated)	1%	23%	4%	0%	3%	-16%	-2%	-14%	31%
O=C(N/N=C/c1cccc2ccccc12)c1n[nH]c2c1CCCC2	0%	80%[activator]	-5%	-1%	4%	1%	-4%	-15%	25%
Cc1ccc(S(=O)(=O)c2c(C)cc(C)nc2Cl)cc1	0%	19%	9%	0%[59 µM]	11µM*	6%	-1%	8%	46%[activator]
COc1ccc(OC)c(NC(=O)CCS(=O)(=O)c2cc3c(cc2C)NC(=O)CO3)c1	4%	19%	0%	28%[59 µM]	0%	-25%	2%	-2%	73%[activator]
COC(=O)c1ccc(N(CC(=O)NC2CCCC2)C(=O)CNC(=O)c2ccco2)cc1	-5%	?	i	6%[12.7 µM]	-3%	0%	-1%	4%[11.4 µM]	14%
COC(=O)Cc1sc(-c2ccccn2)nc1-c1ccccc1	-4%	-7%	i	2.2µM*	-16%	10%	-9%	-26%	?
O=C(CCCN1C(=O)/C(=C\c2cccs2)SC1=S)Nc1cc([N+](=O)[O-])ccc1O	-3%	?	2%	-17%	18%	?	-4%	-18%	0%
COc1ccc(-c2nc3sc(CCNC(=O)c4ccc(C(C)(C)C)cc4)c(C)n3n2)cc1	-1%	8%	i	7%[59 µM]	2%	3%	-2%	-11%	17%
N/C(=N\N=C\c1ccc2c(c1)OCO2)SC1CC(=O)N(c2ccc(C(=O)O)cc2)C1=O (configuration not stated)	?	14%	-11%	?	4%	?	-1%	-18%	15%
COc1cc(CNCCc2ccc(S(N)(=O)=O)cc2)ccc1OCC(=O)NC1CCCCC1	-7%	20%	-7%	16%	3%	-3%	-11%	-30%	4%
CN1CCN(C(=O)Cn2c(-c3cccs3)cc3cc(Cl)ccc32)CC1	-14%	-18%	i	-39%[59 µM]	1%	-15%	2%	-21%	26%
COc1ccc(C)cc1S(=O)(=O)n1cnc(C)c1	-3%	123%[activator]	i	8%	-11%	-2%	-7%	0%	32%

HP1b chromo inh, hit marks shown above.
SMILES	Pin1 inhibitor	POLI inh	PGK inhibitor	G9a block	GLS inh	BAZ2B block	BLM helicase inh	JMJD2A Tudor inh	HP1b chromo inh
O=C(O)C1CCCCC1C(=O)Nc1cccc(Br)c1 (configuration not stated)	-10%	45µM*	?	16%[2.33 µM]	11%	?	/	25µM*	25µM*

A draw from above in order of molecular weight, largest number first.
SMILES	Pin1 inhibitor	POLI inh	PGK inhibitor	G9a block	GLS inh	BAZ2B block	BLM helicase inh	JMJD2A Tudor inh	HP1b chromo inh
O=C(CCCN1C(=O)/C(=C\c2cccs2)SC1=S)Nc1cc([N+](=O)[O-])ccc1O	-3%	?	2%	-17%	18%	?	-4%	-18%	0%
N/C(=N\N=C\c1ccc2c(c1)OCO2)SC1CC(=O)N(c2ccc(C(=O)O)cc2)C1=O (configuration not stated)	?	14%	-11%	?	4%	?	-1%	-18%	15%
COC(=O)c1ccc(N(CC(=O)NC2CCCC2)C(=O)CNC(=O)c2ccco2)cc1	-5%	?	i	6%[12.7 µM]	-3%	0%	-1%	4%[11.4 µM]	14%
COc1cc(OC)cc(C(=O)N2CCN(c3ccccc3F)CC2)c1	2%	?	-5%	-33%[2.33 µM]	-7%	7%	-1%	-12%[11.4 µM]	-6%

An excerpt; count on the stated rates, not on these rows.
